CHX counter: counter-screen for Shiga toxin inhibitors: cycloheximide protein synthesis inhibition; cell reporter, cycloheximide protein synthesis inhibition counterscreen; max response, %; 300,000 tested, 12% active; AID 2314; in the data active means max response mostly above about 13%, no sharp cut-off; inactive means mostly below about 14%; further: read at 38.3 µM for the half of the compounds with a filed dose; 0% is about no effect
TbPYK inhibitor: inhibitors of Trypanosoma brucei pyruvate kinase; Q57TT1; TbPYK enzyme, Kinase-Glo Plus ATP luminescence, 45 min; Potency, µM (titrated, usually from 76.8 µM), without a hit: at the highest dose activity, negative = inhibition, hits mostly inhibitors; 410,000 tested, 0.12% active; further: potency means the concentration at half of the fitted maximal effect; on the % scale 0 is the no-effect control and ±100 the full control effect; nearly all actives have a fitted effect of over 50% in size
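Enzyme and substrate buffer are dispensed first and compound is pin-transferred. ADP at 130 uM final then starts the reaction, which runs 45 min at room temperature. Detection reagent is added for 10 min before luminescence is imaged.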
LmPK inhibitor: inhibitors of Leishmania mexicana pyruvate kinase | Q27686 | purified LmPK, Kinase-Glo ATP luminescence, 1 h | Potency, µM (series often up to 57.5 µM), inactives show at the highest dose activity change, negative = inhibition, usual class: inhibitors | 290,000 tested, 0.37% active | AID 1721; further: potency means the concentration at half of the fitted maximal effect; on the % scale 0 is the no-effect control and ±100 the full control effect
Target sequence (Q27686 whole entry, looked up): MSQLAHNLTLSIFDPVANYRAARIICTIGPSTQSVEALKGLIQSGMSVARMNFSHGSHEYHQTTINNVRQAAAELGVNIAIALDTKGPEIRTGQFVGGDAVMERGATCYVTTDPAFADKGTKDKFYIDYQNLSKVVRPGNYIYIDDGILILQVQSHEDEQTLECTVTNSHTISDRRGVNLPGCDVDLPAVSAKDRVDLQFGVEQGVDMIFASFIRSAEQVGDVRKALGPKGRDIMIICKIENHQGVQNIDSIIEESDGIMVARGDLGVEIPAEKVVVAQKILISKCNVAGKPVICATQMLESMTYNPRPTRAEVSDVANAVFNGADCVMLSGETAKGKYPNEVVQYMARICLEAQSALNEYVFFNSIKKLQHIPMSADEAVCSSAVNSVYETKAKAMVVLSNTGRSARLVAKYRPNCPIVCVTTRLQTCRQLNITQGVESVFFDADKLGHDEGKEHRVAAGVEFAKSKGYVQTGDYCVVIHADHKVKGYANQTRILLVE
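Pyruvate kinase activity monitored as ATP production (luciferase luminescence). Conditions: 0.1 nM enzyme, 0.5 mM PEP, 0.1 mM ADP, 1 h, RT; normalized against uninhibited and no-enzyme wells.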
HCV inh: inhibitors of hepatitis C virus infection | Huh7.5.1 HCVcc-Cre infection, luciferase reporter, 44 h | Potency, µM (series often up to 41.8 µM), for inactives: at the top dose activity change, negative = inhibition, usual class: inhibitors | 340,000 tested, 3.4% active; further: potency means the concentration at half of the fitted maximal effect; on the % scale 0 is the no-effect control and ±100 the full control effect
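Seed cells (1,000/well) for 4 h; treat with compound and infect with HCVcc-Cre, moi about 0.5. Incubate 44 h, then detect luciferase activity.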
Shiga inhibitor: Shiga toxin inhibition. inhibition, % at 38.7 µM. Vero cells, Shiga toxin protein synthesis inhibition reporter. 290,000 tested, 9.2% active. AID 2315; in the data active means inhibition mostly above about 28%, no sharp cut-off; inactive means mostly below about 43%; further: 0% is about no effect
Pf growth 96h: inhibits malaria parasite growth, 96 h; P. falciparum luciferase reporter growth, 96 h; Potency, µM (doses to about 28.7 µM), inactives show at the top dose activity change, negative = inhibition, actives largely listed as inhibitors; 320,000 tested, 6.9% active; AID 504834; further: potency means the concentration at half of the fitted maximal effect; on the % scale 0 is the no-effect control and ±100 the full control effect
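P. falciparum expressing integrated firefly luciferase grown in erythrocytes (2% hematocrit, 0.05% parasitemia final) with compounds for 96 hours at 37 C, 5% CO2. Growth inhibition read as loss of luminescence after adding luciferase detection reagent.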
Pf growth 48h: P. falciparum growth inhibition at 48 hours (one generation) | P. falciparum luciferase growth in erythrocytes, 48 h | Potency, µM (series often up to 28.7 µM), for the others: at the top dose activity change, negative = inhibition, most hits filed as inhibitors | 310,000 tested, 5.9% active | AID 504832; further: potency means the concentration at half of the fitted maximal effect; on the % scale 0 is the no-effect control and ±100 the full control effect
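Luciferase-expressing P. falciparum in infected erythrocytes (2% hematocrit, 0.1% parasitemia final) in RPMI 1640/0.5% Albumax were exposed to compound for 48 hours at 37 C, 5% CO2; growth read as luminescence.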
* hit, by the source's call; u = inconclusive; x = not tested or not shown; [ ] = another dose, or the depositor's remark. Unless noted, the call rests on the fitted dose curve; in most records, active means well fitted curve in the direction sought with a large enough effect; inconclusive means small, poorly fitted or top-dose-only effect, or another doubt; inactive means no such curve, though single readings can be large; an effect the other way counts as inactive or inconclusive.

SMILES	CHX counter	TbPYK inhibitor	LmPK inhibitor	HCV inh	Shiga inhibitor	Pf growth 96h	Pf growth 48h
Nc1cccc2c1CN(C1CCC(=O)NC1=O)C2=O (configuration not stated)	x	-4%	x	x	x	-5%	-1%
O=C(NCC1COc2ccccc2O1)c1ccc(NC(=O)C(c2ccccc2)c2ccccc2)cc1 (configuration not stated)	-5	9%	3%	u	-6	u	9.3µM*
CC12CCC(C/C1=N\OC(=O)c1ccc(F)cc1)C2(C)C (configuration not stated)	-2	-11%	0%	15%	2	-24%	-22%
Cc1nn(CC(=O)Nc2cccc(S(N)(=O)=O)c2)c(C)c1[N+](=O)[O-]	2	-4%	2%	1%	-2	u	0%
CCN(CC)CCOC(=O)c1ccc2c(c1)OCCO2	16	-3%	5%	8%	29	-4%	x
O=C1[C@@H]2Cc3c([nH]c4ccccc34)C(c3ccccc3)N2C(=O)CN1C1CCN(Cc2ccccc2)CC1 (some centres not stated)	-10	6%	0%	-19%	-6	0.74µM*	9%[0.00184 µM]
O=C(O)CC12CC3CC(C1)CC(n1ncc(NCc4ccc(F)cc4Cl)c(Cl)c1=O)(C3)C2	9	-7%	2%	-11%	-13	-15%	u
CCC(=O)Nc1ccccc1C(=O)N1CCOCC1	-2	3%	2%	-5%	-7	u	20%
O=C(CS(=O)(=O)c1ccccc1)NC1CCCCC1	7	1%	1%	15%	21	33%	23%
CCC(=O)c1ccc(OCC(=O)NCCC2=CCCCC2)c(OC)c1	-3	4%	1%	-19%	-5	-5%	15%
CN(C(=O)CSc1nc(O)cc(=O)n1-c1ccccc1F)c1ccccc1	-2	-1%	1%	11%	16	-4%	u
CCN(CC(=O)NC(=O)NCc1ccco1)Cc1nc2ccccc2c(=O)[nH]1	3	-11%	1%	-7%	-35	19%	u
O=C(CNC(=O)N1CC(=O)Nc2ccccc21)Nc1ccc(Cl)cc1	2	-2%	-1%	13%	-13	34%[activator]	49%[activator]
O=C1CC(c2ccccc2)NN1 (configuration not stated)	x	0%	x	2%	x	8%	-7%
CCOc1cccc(C2C(C(=O)c3ccco3)=C(O)C(=O)N2Cc2ccncc2)c1 (configuration not stated)	17*	-3%	0%	u	12	2.6µM*	5%
O=C(CSc1ccccc1)Nc1nnc(/C=C/c2ccccc2)s1	1	-3%	0%	7%	-39	-19%	29%
O=C(CNC(=O)c1ccccc1Br)N/N=C/c1ccccc1O	-1	3%	-5%	u	40	0%	-9%
O=C(NCc1ccc(F)cc1)C1CCCN(S(=O)(=O)c2ccc(-n3cnnn3)cc2)C1 (configuration not stated)	-5	-2%	-2%	6%	3	-2%	9%
CC(C)(C)c1cc(C(=O)N/N=C/c2ccc([N+](=O)[O-])s2)n[nH]1	-1	0%	2%	25µM*	10	1.7µM*	u
CCOc1ccc(-n2nc3ccc(NC(=O)CC)cc3n2)cc1	31*	1%	9%	u	55*	70%[activator]	49%[activator]
Nc1nc(F)cc(N2CCCCCC2)n1	3	3%	-4%	14%	20	132%[activator]	6%
Cc1ccccc1-c1cc(C(=O)Nc2nc3c(s2)CCCC3)c2ccccc2n1	11	-9%	-4%	u	43	u	u
Cc1cccc(NC(=O)c2ccc3c(c2)CCN3S(C)(=O)=O)c1C	18*	-1%	-1%	-21%	x	323%[activator]	-2%
CCN(CC)P(=O)(C(NC(=O)OC)C(F)(F)C(F)(F)C(F)(F)C(F)F)N(CC)CC (configuration not stated)	-5	-6%	16%	-2%	-4	-9%	x

Next part; the last six above are carried over.
SMILES	CHX counter	TbPYK inhibitor	LmPK inhibitor	HCV inh	Shiga inhibitor	Pf growth 96h	Pf growth 48h
CC(C)(C)c1cc(C(=O)N/N=C/c2ccc([N+](=O)[O-])s2)n[nH]1	-1	0%	2%	25µM*	10	1.7µM*	u
CCOc1ccc(-n2nc3ccc(NC(=O)CC)cc3n2)cc1	31*	1%	9%	u	55*	70%[activator]	49%[activator]
Nc1nc(F)cc(N2CCCCCC2)n1	3	3%	-4%	14%	20	132%[activator]	6%
Cc1ccccc1-c1cc(C(=O)Nc2nc3c(s2)CCCC3)c2ccccc2n1	11	-9%	-4%	u	43	u	u
Cc1cccc(NC(=O)c2ccc3c(c2)CCN3S(C)(=O)=O)c1C	18*	-1%	-1%	-21%	x	323%[activator]	-2%
CCN(CC)P(=O)(C(NC(=O)OC)C(F)(F)C(F)(F)C(F)(F)C(F)F)N(CC)CC (configuration not stated)	-5	-6%	16%	-2%	-4	-9%	x
COc1ccc(/C=C/C(=O)C2CC2)cc1COc1cccc(C)c1C	1	0%	-3%	u	-7	u	u
Cc1ccc(CNC(=O)CN(C)C2=NS(=O)(=O)c3ccccc32)cc1	x	-1%	x	u	x	48%[activator]	-3%
COc1cc(/C=C2/SC(=S)N(Cc3ccccc3)C2=O)cc(Cl)c1O	-3	-26%	-16%	u	-9	0%	u
COc1ccc(C(=O)NCCNC(=O)c2ccccn2)cc1	-2	0%	1%	21%	7	66%[activator]	-6%
CCOc1ccc(NC(=O)Cc2nnc(SCC(=O)N3CCOCC3)n2C)cc1	6	3%	-9%	22%	-24	2%	13%
O=C(CCc1nc(-c2ccccc2)no1)Nc1cc(C(F)(F)F)ccc1Cl	11	-7%	-1%	-21%	6	56%[activator]	-41%
O=C(c1ccc(CS(=O)(=O)c2ccccc2)o1)N1CCOCC1	6	8%	10%	3%	16	12µM*	x
COC(=O)c1[nH]c(=O)c2ccccc2c1O	1	-8%	6%	9%	10	0%	-4%
CCOc1ccc(S(=O)(=O)Nc2cc(S(=O)(=O)N(CC)CC)ccc2N2CCCC2)cc1	1	3%	4%	u	-6	1.3µM*	7.4µM*
CCc1nc2sc3c(=O)[nH]cnc3c2c2c1CSC(C)(C)C2	-1	-21%	-10%	u	-1	u	-13%
COc1ccc(Cl)cc1NC(=S)N1CCN(c2ncccn2)CC1	9	-1%	2%	-3%	14	15%	-6%[5.75 µM]
COc1ccc(-c2ocnc2C(=O)Nc2ccccc2N2CCCCC2)cc1	1	-1%	-6%	u	2	-5%	u
Cc1ccc(/C=N/N2C(=O)C3C(C2=O)C2C=CC3C23CC3)o1 (configuration not stated)	18*	3%	-1%	5%	14	-3%	22%
COc1ccc(/C=N\NC(=O)COc2ccc(C(C)(C)C)cc2)cc1Cn1nc(C)cc1C	8	-1%	-1%	-6%	-14	x	u
Cc1onc(-c2ccccc2Cl)c1C(=O)N1CCN=C1SCc1cccnc1	10	-4%	-4%	11%	-2	2.1µM*	5%
CO/N=C/C1C(=O)NN=C1c1ccccc1 (configuration not stated)	1	5%	4%	10%	-8	22%	-11%
COc1ccc(/C=N\NC(=O)/C(=C\Nc2nccc(C)n2)NC(=O)c2ccccc2)cc1	7	-7%	2%	-3%	18	x	4%
Cc1ccc(O)c(C(CC(=O)NC(C)C)c2ccccc2)c1 (configuration not stated)	-2	-2%	2%	u	-10	13µM*	-19%
CC(C)Nc1nc2nonc2nc1Nc1ccccc1	1	2%	3%	-28%	5	37%[activator]	22%
O=C(Nc1ccc2c(c1)CCCN2C(=O)c1cccs1)c1c(F)cccc1Cl	-3	-7%	3%	u	-2	19%	-17%
O=C(NCC(=O)N(c1ccccc1)C(C(=O)NC1CCCC1)c1cccnc1)c1ccco1 (configuration not stated)	6	4%	-7%	-9%	-1	u	-5%
CC1(C)Cc2c(cnn2-c2ccccc2)C(=O)/C1=N\NC(=O)c1ccccc1	2	11%	2%	-13%	-5	u	x
CC1CCCC(C)N1CC(O)COCc1ccccc1 (configuration not stated)	-1	0%	-6%	8%	-3	16%	17%
Cn1c(=NCC(O)COc2ccccc2)sc2ccccc21 (configuration not stated)	18	-8%	-4%	5%	23	12%	28%
Cc1ccc(/C=C(\NC(=O)c2ccc(C)cc2)C(=O)NCCCn2ccnc2)cc1	-2	-20%	2%	-2%	-3	-13%	-19%
CNC(=O)c1c(NC(=O)CS(=O)(=O)c2ccc(Cl)cc2)sc(C)c1C	x	4%	x	0%	x	u	4%
COC(=O)C1=C(C)N(c2ccc(C)c(C)c2)/C(=C/c2ccco2)C1=O	17	1%	9%	u	57	0%	6%
CCCCN(CC)C(=O)c1ccc2c(c1)OCO2	-1	-3%	0%	7%	-1	0%	-5%
CS(=O)(=O)N(Cc1ccccc1)c1ccc(C(=O)N2CCOCC2)cc1	-1	5%	-6%	4%	-4	51%	12%
CCC(C)(C)NC(=O)CN(C(=O)CCC(=O)Nc1ccccn1)c1ccc2c(c1)OCO2	-4	-7%	-1%	-4%	-7	-24%	-17%
Cc1c(OC(C)C(=O)NCc2ccncc2)ccc2c3c(c(=O)oc12)CCC3 (configuration not stated)	-6	0%	-9%	u	-10	9.3µM*	u
OC(CN1CCOCC1)Cn1cnc2ccccc21 (configuration not stated)	-3	17%	6%	17%	-14	x	3%
COc1cc(NS(=O)(=O)N2CCCC2)cc(OC)c1OC	1	-9%	-1%	u	-8	9%	-6%
O=C(N/N=C/c1ccccc1)c1cc(-c2ccc3c(c2)OCO3)n[nH]1	14*	-2%	-3%	2%	-6	7%	18%
Cc1cc(C)c2c(N)c(C(=O)Nc3c(C)n(C)n(-c4ccccc4)c3=O)sc2n1	10	5%	2%	6%	-7	u	26%
CN(CCOc1ccccc1)C(=O)c1ccc(Cl)c(S(=O)(=O)N2CCCCC2)c1	x	7%	x	u	x	u	u
Cc1cc(/C=C2\C(=N)N3N=C(S(C)(=O)=O)SC3=NC2=O)c(C)n1Cc1ccccc1	6	-1%	-19%	5%	4	-13%	u
CC(C)(C)c1nn(-c2ccccc2)c2nc(Cl)c(C=O)cc12	-1	-4%	4%	6%	-19	34%[activator]	6%
Cc1cccc(NC(=O)COC(=O)c2cccs2)c1C	5	-1%	-6%	8%	-8	24%	22%
CN1CCc2c(sc(NC(=O)c3ccc(C(=O)c4ccccc4)cc3)c2C(N)=O)C1	-3	-2%	2%	u	-8	u	-13%
CC(C)(C)C(=O)Nc1sc2c(c1-c1nc3ccccc3[nH]1)CCCC2	12	0%	3%	u	16	u	9.3µM*
CC(C)C[C@@H](COc1ccccc1)N1CCN(CCc2ccccc2)CCC1=O	0	-1%	-7%	8%	3	u	-10%
COc1cc(Cl)c(C)cc1NC(=O)COC(=O)/C=C/c1c(C)nn(C2CCS(=O)(=O)C2)c1Cl (configuration not stated)	-2	-5%	6%	u	-14	-7%[5.75 µM]	-6%
O=C(CCc1nc2ccccc2c(=O)[nH]1)NCC(=O)Nc1ccc(F)c(F)c1	x	0%	x	11%	x	-9%	u
CCc1ccc(CNC(=O)CCCC(=O)n2nc(C)c3ccccc32)cc1	-4	-3%	4%	-3%	-9	13%	29%
CCOc1ccc(NC(=O)C(=O)NCCN2CCN(S(=O)(=O)c3ccc(C)cc3)CC2)cc1	-3	-2%	3%	19%	-6	41%[activator]	-28%
Cn1c(=O)[nH]c2sc3c(c2c1=O)CC(C)(C)OC3	-6	-8%	-4%	6%	-11	1%	x

From PubChem BioAssay
